# rCAG RNA binder – binders of r(CAG) RNA repeats, primary screen, biochemical, fluorescence. 370,000 tested, 1.3% active. r(CAG) RNA repeat, TO-PRO-1 dye displacement fluorescence. inhibition, % at 3 µM;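 active = inhibition above the plate cutoff, the mean of all test compounds on that plate plus 3 SD, cut at about 35% in these data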;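 note: 0% = DMSO alone and 100% = 100 µM mitoxantrone as full dye displacement; higher means more dye released from RNA so lower well fluorescence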
# PG9 Ab binder – binders of HIV-1 gp120 antibody PG9, primary screen, biochemical, TR-FRET; HIV-1 gp120 / PG9 antibody interaction; TR-FRET gp120-PG9 antibody binding; inhibition, % at 6.7 µM; 360,000 tested, 0.43% active; AID 624416, 2012; in the data active = inhibition above about 8.5%
# LEDGF integ inh – blockers of LEDGF/p75-dependent integrase strand transfer – biochemical, TR-FRET, high throughput, primary screen. inhibition, % at 3.7 µM. HIV-1 integrase (with human LEDGF/p75). 370,000 tested, 0.64% active. TR-FRET IN-LEDGF/p75 DNA integration, Eu/Cy5;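 active = inhibition above the screen-wide mean plus 3 SD, cut at about 13% in these data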;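 note: signal is the Cy5 over europium emission ratio at 671 and 618 nm; 0% = plate median of compound wells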
# NR1D1 modulator – modulators of Rev-erb alpha DNA binding, primary screen, biochemical, FITC-DNA, fluorescence polarization, uHTS. Nuclear receptor subfamily 1 group D member 1 (Homo sapiens), P20393. Rev-erbα–FITC-DNA binding, 90 min. activity, % at 10 µM. 370,000 tested, 0.79% active;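 active = activity above about 14%, limit read from the data; passing the limit was not always enough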;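 note: 0% = DMSO wells with 35 nM protein and 100% = DMSO wells with 750 nM protein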
# HTRA1 inh – HTRA1 serine protease inhibitors, primary screen, biochemical, fluorescence polarization, HTS | Q92743 | recombinant HTRA1, FP-rhodamine activity-based probe | inhibition, % at 5.96 µM | 340,000 tested, 0.5% active; in the data active = inhibition above about 36%;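 note: 0% = enzyme with DMSO and 100% = wells lacking enzyme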
# Target sequence (Q92743 whole entry, looked up): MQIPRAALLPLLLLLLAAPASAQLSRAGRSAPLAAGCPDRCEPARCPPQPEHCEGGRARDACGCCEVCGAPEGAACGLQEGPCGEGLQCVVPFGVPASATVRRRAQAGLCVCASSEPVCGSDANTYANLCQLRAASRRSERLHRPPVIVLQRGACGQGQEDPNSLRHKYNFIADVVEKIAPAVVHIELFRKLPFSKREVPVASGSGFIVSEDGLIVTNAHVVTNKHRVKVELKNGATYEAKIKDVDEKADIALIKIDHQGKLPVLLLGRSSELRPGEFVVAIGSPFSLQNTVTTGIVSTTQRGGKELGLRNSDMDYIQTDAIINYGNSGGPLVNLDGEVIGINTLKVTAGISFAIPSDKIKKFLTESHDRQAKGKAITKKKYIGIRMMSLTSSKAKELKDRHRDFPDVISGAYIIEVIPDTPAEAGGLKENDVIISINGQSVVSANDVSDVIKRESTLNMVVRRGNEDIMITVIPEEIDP
# MBD2 DNA inh – inhibitors of MBD2 binding to methylated DNA, primary screen, biochemical, TR-FRET, DNA-binding domain, human. MBD2 binding to methylated oligonucleotide. inhibition, % at 4.4 µM. 370,000 tested, 0.31% active; in the data active = inhibition above about 13%
# UHRF1 binding – UHRF1 methylated DNA binding inhibitors, primary screen, counter-screen for MBD2 inhibitor project, biochemical, TR-FRET, human UHRF1, single concentration | 370,000 tested, 0.75% active | E3 ubiquitin-protein ligase UHRF1 (Homo sapiens), Q96T88 | AID 687016, 2013 | inhibition, % at 4.4 µM | UHRF1 binding to methylated oligo; in the data active = inhibition above about 21%;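 note: UHRF1 SRA domain binding a hemimethylated CpG hairpin DNA probe; 0% = median of test compound wells and 100% = reference inhibitor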
# PRMT1 inh – PRMT1 methyltransferase inhibitors, primary screen, biochemical, fluorescence polarization; recombinant PRMT1, activity-based probe fluorescence polarization; Protein arginine N-methyltransferase 1 (Homo sapiens), Q99873; inhibition, % at 2.79 µM; 370,000 tested, 1.3% active; AID 652257, 2013;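 active = inhibition above about 21% made by adding two undisclosed values, limit read from the data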
# mABHD4 FP – ABHD4 inhibitors, primary screen, biochemical, fluorescence polarization, mouse; purified mABHD4, FP-Rh probe fluorescence polarization; 370,000 tested, 0.54% active; AID 720543, 2013; inhibition, % at 8.92 µM; (Lyso)-N-acylphosphatidylethanolamine lipase (Mus musculus), Q8VD66;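 active = inhibition exceeding the mean over every tested compound plus 3 SD, cut at about 30% in these data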;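 note: 0% = plate median of compound wells and 100% = S159A mutant with DMSO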
# Target sequence (Q8VD66 whole entry, looked up): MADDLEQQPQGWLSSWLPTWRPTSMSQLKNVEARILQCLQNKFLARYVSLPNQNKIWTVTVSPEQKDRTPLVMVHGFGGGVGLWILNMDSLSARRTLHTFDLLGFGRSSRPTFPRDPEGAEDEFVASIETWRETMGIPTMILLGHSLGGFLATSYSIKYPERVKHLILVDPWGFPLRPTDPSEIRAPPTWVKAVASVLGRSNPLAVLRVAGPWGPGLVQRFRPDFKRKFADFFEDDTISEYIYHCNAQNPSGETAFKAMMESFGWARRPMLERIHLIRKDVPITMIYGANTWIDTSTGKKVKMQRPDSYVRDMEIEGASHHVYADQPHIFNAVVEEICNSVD
#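 System: mouse ABHD4 enzyme, wild type / Medium: HEPES pH 7.0, NaCl, Pluronic buffer / Reagent: FP-Rh activity-based fluorescent probe / Control set: S159A mutant high control, sample median low control / Detection: fluorescence polarization with parallel and perpendicular emission, 525/598 nm / Schedule: 45 min + 60 min at 25 °C / Compound dosing: 8.92 µM, single dose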
# TCR-CD3 inh – inhibitors of human TCR-CD3 interaction, primary screen, biochemical, fluorescence, TAMRA-labeled TCR probe; 360,000 tested, 0.37% active; inhibition, % at 9.4 µM; AID 651800, 2012; T-cell receptor (TCR); in the data active = inhibition above about 19%;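 note: recombinant mutant TCR 2C K166C tagged with TAMRA read by polarization; 0% = receptor in buffer alone and 100% = receptor with positive control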
# An asterisk follows results filed as active; · = not tested or not shown.
SMILES,rCAG RNA binder,PG9 Ab binder,LEDGF integ inh,NR1D1 modulator,HTRA1 inh,MBD2 DNA inh,UHRF1 binding,PRMT1 inh,mABHD4 FP,TCR-CD3 inh
O=C(c1c[nH]c(C(=O)N2CCN(c3ccccc3F)CC2)c1)c1cccc(Cl)c1Cl,-2.4,-0.2,-4.2,-3.1,-0.7,1.9,4.8,1.4,3.2,-5.8
CCOC(=O)N1CCN(C(=O)CN(c2cccc(C)c2)S(=O)(=O)c2ccccc2)CC1,-10.6,-1.3,-0.4,-1.8,-7.5,0.9,0.7,-0.6,2.2,3.6
Cc1sc2ncn(CC(=O)OC(C)C(=O)NC(C)(C)C)c(=O)c2c1C (stereo not drawn),-0.7,-0.7,1.2,-4.8,-3.0,-6.1,5.7,-1.0,-13.7,-7.1
COC(=O)CSc1nc(NC#N)nc(NC(C)(C)C)n1,1.5,0.8,1.1,-0.3,-0.6,2.1,0.8,0.4,0.9,1.2
O=C(c1ccccc1)N(Cc1ccccc1)c1ccccn1,-3.6,0.5,-3.7,-4.3,-2.8,-9.2,-1.8,-1.8,-5.1,2.5
CN(C)CC(C)(C)CNS(=O)(=O)c1ccc(Cl)cc1,-1.3,0.2,-12.7,-9.8,-2.6,-1.9,4.0,4.6,10.3,2.1
O=C(c1ccc(Br)s1)N1CCN(Cc2ccc3c(c2)OCO3)CC1,-2.0,0.8,-0.2,1.1,-14.4,2.4,3.3,-0.3,-1.6,2.3
COc1ccccc1CN(Cc1cccnc1)S(=O)(=O)c1ccc(-n2cnnn2)c(OC)c1,0.6,-0.5,-2.1,-2.7,2.7,1.7,1.7,-5.9,3.0,12.1
O=C(Nc1ccc(N2CCOCC2)cc1)c1ccc(S(=O)(=O)NCc2ccco2)cc1,-4.2,0.8,-4.4,4.5,5.0,1.8,2.6,3.6,-3.2,-1.8
Cc1ccc(-c2c3c(=O)n(C)c(=O)n(C)c3cn2-c2ccccc2O)cc1,6.8,2.5,3.7,-0.2,1.5,1.4,-3.9,3.4,5.3,2.0
COc1ccc(C(O)CNc2ccc(C)cc2)cc1 (stereo not drawn),-4.5,-0.3,-2.0,-3.7,-0.3,2.8,14.6,2.7,3.2,-5.1
C=CC[C@@H](CC(=O)NCCO)C(=O)N[C@H](C)COC(=O)[C@@H](CC=C)Cc1ccc(F)cc1,-6.9,-0.9,0.5,0.4,1.2,53.1*,-0.3,0.6,-1.5,-0.2

# Rewritten with values under each structure: three of the compounds above.
# Under each structure – rCAG RNA binder | PG9 Ab binder | LEDGF integ inh | NR1D1 modulator | HTRA1 inh | MBD2 DNA inh | UHRF1 binding | PRMT1 inh | mABHD4 FP | TCR-CD3 inh
> Cc1ccc(-c2c3c(=O)n(C)c(=O)n(C)c3cn2-c2ccccc2O)cc1
→ 6.8 | 2.5 | 3.7 | -0.2 | 1.5 | 1.4 | -3.9 | 3.4 | 5.3 | 2.0
> COc1ccccc1CN(Cc1cccnc1)S(=O)(=O)c1ccc(-n2cnnn2)c(OC)c1
→ 0.6 | -0.5 | -2.1 | -2.7 | 2.7 | 1.7 | 1.7 | -5.9 | 3.0 | 12.1
> O=C(c1ccccc1)N(Cc1ccccc1)c1ccccn1
→ -3.6 | 0.5 | -3.7 | -4.3 | -2.8 | -9.2 | -1.8 | -1.8 | -5.1 | 2.5

# (more compounds)
SMILES,rCAG RNA binder,PG9 Ab binder,LEDGF integ inh,NR1D1 modulator,HTRA1 inh,MBD2 DNA inh,UHRF1 binding,PRMT1 inh,mABHD4 FP,TCR-CD3 inh
CC(CNC(=O)c1ccco1)NC(=O)c1ccco1 (stereo not drawn),-0.5,-1.9,3.0,-6.4,-5.4,-4.6,3.4,-8.4,-2.2,0.8
O=C(C1=C[C@@H](c2ccc(C(F)(F)F)cc2)C[C@@H](OCCCCO)O1)N1CCOCC1,-8.5,1.5,-3.5,5.1,-3.3,-0.8,1.7,1.9,0.2,-8.1
CC(=O)Nc1cccc(-c2nc3ccccc3s2)c1,5.8,-2.1,-10.1,-1.1,-9.0,8.8,1.2,5.3,-13.9,-0.5
CCOC(=O)c1cnc(Nc2nc3ccccc3o2)nc1CN1CCN(C)CC1,14.5,-2.0,17.9*,-3.6,10.8,-3.3,-4.5,-0.3,14.2,-1.6
CCOC(=O)C1=C(C)NC(=S)NC1c1ccc(OCC(=O)N2CCCCC2)cc1 (stereo not drawn),-0.6,-1.6,-2.0,-2.2,-3.3,5.7,2.0,4.8,-1.9,2.3
Cc1cccc(NC(=O)Nc2ccncc2)c1,2.7,-1.1,-2.6,2.1,-6.2,0.9,-3.3,-2.5,-6.6,5.3
Cc1ccc2c(CN(C)Cc3cccc(F)c3)cc(=O)oc2c1,-4.4,-0.3,-0.7,5.2,-30.3,1.4,-1.7,0.0,-5.8,-1.9
COC(=O)[C@]12C[C@H](CC(=O)N3CCN(C(=O)C4CC4)CC3)C(=O)N(Cc3cccc4ccccc34)C1=C[C@H](C1CCCC1)O[C@@H]2C,9.4,·,-2.7,0.5,·,-5.2,-0.1,1.7,-5.1,·
O=S(=O)(Nc1nc2ccccc2nc1NCC1CCCO1)c1cccc(Cl)c1 (stereo not drawn),53.7*,-1.9,-0.6,-1.4,6.7,1.6,-0.3,0.1,2.4,4.5
CC1CC(C)CN(C(=O)C2CCN(S(=O)(=O)c3ccc4c(c3)CC(C)N4C(=O)C3CC3)CC2)C1 (stereo not drawn),-5.9,-1.2,1.8,-1.0,-1.1,3.6,0.9,-3.5,6.8,6.5
CN(Cc1ccccc1)C(=O)c1ccc(NC(=O)Cc2cccc(NC(=O)C3CCCN(C(=O)CCc4ccccc4)C3)c2)cc1 (stereo not drawn),9.5,0.1,0.0,-1.1,-46.1,-3.6,3.0,-2.2,-42.3,-4.5
CCOC(=O)c1cnn(-c2ccccc2)c1N,-1.1,0.1,-0.5,1.9,8.2,0.4,-0.9,2.1,-0.7,-0.2
CCCCCn1c(SCCC(C)C)nc2c1c(=O)[nH]c(=O)n2C,-3.2,-1.2,1.5,6.0,-2.0,-0.8,3.6,4.7,0.3,-1.5
O=C(NNC(=O)C1CC=CCC1)c1cccc(Br)c1 (stereo not drawn),1.2,0.5,4.4,-0.2,8.0,-1.0,-2.1,-4.9,-4.6,6.3
CSc1ccccc1NC(=O)Nc1ccc(F)c(Cl)c1,7.4,-0.9,-1.7,2.5,-24.9,-4.7,-2.8,2.7,-26.6,8.8
COc1ccc(NC(=S)NN2C(C)CCCC2C)cc1 (stereo not drawn),-5.7,-1.8,-2.4,5.6,5.3,2.9,0.7,4.1,6.8,1.8
O=C(O)CSC1CC(=O)N(c2cccc(Cl)c2)C1=O (stereo not drawn),4.6,-1.3,0.6,3.1,4.3,-4.9,0.6,20.0,-1.8,6.4
Cc1cc(N2CCOCC2)nc2ccc(Cl)cc12,-0.2,2.6,-1.3,1.3,-18.6,-0.8,-0.4,1.5,9.2,2.2
CSc1nc(N)nc2c1ncn2C1OC(CO)CC1O (stereo not drawn),2.2,0.2,-3.5,-5.4,2.2,0.5,-1.8,-1.8,4.5,-1.1
O=C(Nc1ccc2nc3n(c(=O)c2c1)CCCC3)c1cccnc1Cl,2.0,1.2,-1.7,0.1,0.2,-2.5,0.3,2.2,-4.0,-8.3
CCC1Nc2ncnc(N3CCN(c4ccccc4)CC3)c2N(Cc2ccc(OC)cc2)C1=O (stereo not drawn),-0.5,-1.1,-2.0,-6.2,-11.1,2.1,-2.8,5.0,6.6,-2.5
CNC(=O)CN(c1ccc2c(c1)OCCO2)S(C)(=O)=O,2.6,-0.7,3.0,0.8,-7.2,-0.3,-0.6,-0.7,-6.7,-2.1
Cc1ccc(-c2nc(-c3ccncc3)no2)cc1C,-3.1,-2.4,1.8,3.4,-9.3,-0.5,-1.1,-7.0,2.8,-4.5
Cc1c(C(=O)O)cccc1-c1ccc(/C=N/n2cnnc2)o1,-2.7,-1.9,-0.4,-0.5,3.1,5.1,7.7,5.7,3.9,-1.1
CCc1cccc(C)c1NC(=O)c1ccc2c(c1)CCN2S(C)(=O)=O,-2.3,0.2,-2.2,-0.9,7.7,-4.4,0.2,-1.1,5.9,7.1
COc1ccc(CN2C(=O)C(CC(=O)NCc3ccco3)CC(C(=O)N3CCOCC3)=C2C)cc1 (stereo not drawn),4.8,-0.6,-6.7,-3.6,2.5,9.8,3.9,8.0,-15.7,0.1
Cc1ccc(S(=O)(=O)NC(C)C(=O)Nc2ccc3c(c2)OCO3)cc1 (stereo not drawn),3.9,-1.3,-3.7,-1.5,-0.7,-0.1,2.8,3.1,-2.9,-5.4
CCc1ccc2nc(SCC(=O)N(CC)CC)c(C#N)cc2c1,1.2,0.6,-0.1,-0.5,-16.9,1.1,1.0,-0.7,-3.7,1.8
O=C1CCN(C(=O)c2ccccc2)C2CCCCC12 (stereo not drawn),-2.1,-1.0,0.0,6.3,5.7,0.3,2.3,0.4,-0.9,-3.0
COc1cccc(OCc2cc(C(=O)N(C)C3CCCCC3)no2)c1,1.0,0.5,-1.8,-3.5,-7.2,-2.5,0.2,-2.6,1.5,1.6
Cc1n(CC(O)COC2CCCCC2)c2ccccc2[n+]1C (stereo not drawn),0.6,0.4,-1.8,2.4,-6.1,-1.0,0.8,-3.1,-3.0,3.7
Cc1ccc(C2CC(=O)C(C=NCCN3CCN(CC(=O)Nc4cc(C)cc(C)c4)CC3)=C(O)C2)cc1 (stereo not drawn),-0.7,-0.3,-5.1,-6.0,5.0,2.1,1.3,3.6,0.6,-1.1
CN1CCN(CCCNC(=O)C2CC(=O)N(C3CCCCC3)C2)CC1 (stereo not drawn),2.0,-1.1,1.3,-2.4,3.3,1.4,1.5,2.9,-1.8,2.1
CCc1nnc(NC(=O)CCC(=O)N2CCN(S(=O)(=O)c3ccc(OC)cc3)CC2)s1,-4.6,-1.1,2.3,0.7,3.7,-4.3,-2.8,-2.5,-3.3,3.6
O=C(c1ccco1)N1CCN(Cc2nc(Cc3ccccc3)no2)CC1,1.3,1.2,-1.7,5.2,-0.9,1.3,0.4,-0.2,-2.0,-2.4
O=c1ccn([C@@H]2O[C@H](COS(=O)(=O)O)[C@@H](O)[C@H]2O)c(=O)[nH]1,-0.8,1.4,0.1,-0.4,-1.4,-1.6,1.5,-3.0,8.9,3.9
O=C(C1Cc2ccccc2CN1S(=O)(=O)c1cccs1)N1CCCCCC1 (stereo not drawn),-0.7,-1.0,0.2,1.3,-0.6,2.1,-2.9,0.9,0.9,0.8
CC1(c2cccc3ccccc23)NC(=O)N(CC(=O)NC2CCS(=O)(=O)C2)C1=O (stereo not drawn),-0.1,-1.4,0.4,-0.6,-1.9,-0.8,-0.2,-1.4,0.1,4.5
OC[C@@H](O)[C@H](O)C(/C=N/Nc1ccccc1)=N\Nc1ccccc1,3.6,-2.3,0.3,-0.4,8.1,5.6,-1.4,11.4,5.6,-4.5

# High-throughput results: PubChem, several laboratories

# An excerpt; the hit share may differ from the screen's.
